# Screens: PubChem, National Center for Advancing Translational Sciences (NCATS)
# PLK1 PBD block = qHTS for Inhibitors of PLK1-PDB (polo-like kinase 1 - polo-box domain): Primary Screen | Serine/threonine-protein kinase PLK1 (Homo sapiens), P53350 | Plk1 PBD binding of FITC phosphopeptide, fluorescence polarization | Potency, µM, for the others: max response, negative = inhibition, most hits filed as inhibitors | hit rate 2.8% among 360,000 | AID 720504, 2013; further: potency means the concentration at half of the fitted maximal effect; series mostly up to about 57 µM; on the % scale 0 is the no-effect control and ±100 the full control effect; nearly all actives have a fitted effect of over 65% in size
# Target sequence (P53350 whole entry, looked up, the tested form may be a part): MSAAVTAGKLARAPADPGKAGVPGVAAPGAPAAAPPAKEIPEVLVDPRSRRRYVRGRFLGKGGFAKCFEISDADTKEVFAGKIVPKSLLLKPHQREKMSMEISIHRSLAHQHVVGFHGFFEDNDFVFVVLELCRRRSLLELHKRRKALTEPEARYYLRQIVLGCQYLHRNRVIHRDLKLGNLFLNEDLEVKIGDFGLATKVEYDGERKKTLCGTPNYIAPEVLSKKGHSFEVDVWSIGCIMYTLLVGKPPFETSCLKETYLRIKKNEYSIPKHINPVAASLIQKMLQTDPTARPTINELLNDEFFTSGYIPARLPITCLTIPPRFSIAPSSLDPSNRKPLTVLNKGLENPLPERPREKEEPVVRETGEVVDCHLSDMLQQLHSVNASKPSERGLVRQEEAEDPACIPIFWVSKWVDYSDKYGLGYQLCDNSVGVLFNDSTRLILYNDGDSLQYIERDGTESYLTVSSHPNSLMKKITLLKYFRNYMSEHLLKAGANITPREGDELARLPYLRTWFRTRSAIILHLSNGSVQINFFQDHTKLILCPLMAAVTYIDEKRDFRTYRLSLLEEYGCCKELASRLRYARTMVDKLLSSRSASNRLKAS
# PTHR1 ag = qHTS for PTHR1 Agonists: Primary Screen | HEK293 GP2 PTHR1 cells, GloSensor cAMP luminescence, 1 h | Potency, µM (titrated, usually from 115 µM), for inactives: at the top dose activation, hits mostly activators | hit rate 0.075% among 410,000 | Parathyroid hormone/parathyroid hormone-related peptide receptor (Homo sapiens), Q03431; further: potency means the concentration at half of the fitted maximal effect; nearly all actives have a fitted effect of over 55% in size; some results filed as inactive show a strong effect at the top dose; inactives centre near -15; many of its hits are not listed in these tables
#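 HEK-293-derived GP2 cells expressing PTHR1 and a GloSensor cAMP reporter, 3,000/well, plated overnight, given luciferin plus IBMX (each 0.5 mM as added) for 1 h at 37 °C, then compound for 1 h at 37 °C. Luminescence was read after 15 min at room temperature.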
# EPAC1 antag = qHTS for Antagonist of cAMP-regulated guanine nucleotide exchange factor 3 (EPAC1): primary screen; Rap guanine nucleotide exchange factor 3 (Homo sapiens), O95398; Potency, µM (titrated, usually from 115 µM), without a hit: top-dose activity change, negative = inhibition, actives largely listed as inhibitors; EPAC1 GEF assay, Rap1b-BODIPY-GDP exchange fluorescence; hit rate 0.14% among 360,000; AID 720709, 2013;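 further: potency means the concentration at half of the fitted maximal effect; plate controls were vehicle for no effect and positive control for full effect; nearly all actives have a fitted effect of over 50% in size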
# GLP1R inv ag = qHTS of GLP-1 Receptor Inverse Agonists (Inhibition Mode) | Glucagon-like peptide 1 receptor (Homo sapiens), P43220 | Potency, µM (doses to about 38.3 µM), inactives show at the top dose activity change, negative = inhibition, most hits filed as inhibitors | hit rate 1.6% among 410,000 | HEK293 GLP-1R CRE-luciferase, luminescence, 24 h; GLP-1R form is constitutively active; further: potency means the concentration at half of the fitted maximal effect; on the % scale 0 is the no-effect control and ±100 the full control effect; nearly all actives have a fitted effect of over 55% in size
# Target sequence (P43220 whole entry, looked up): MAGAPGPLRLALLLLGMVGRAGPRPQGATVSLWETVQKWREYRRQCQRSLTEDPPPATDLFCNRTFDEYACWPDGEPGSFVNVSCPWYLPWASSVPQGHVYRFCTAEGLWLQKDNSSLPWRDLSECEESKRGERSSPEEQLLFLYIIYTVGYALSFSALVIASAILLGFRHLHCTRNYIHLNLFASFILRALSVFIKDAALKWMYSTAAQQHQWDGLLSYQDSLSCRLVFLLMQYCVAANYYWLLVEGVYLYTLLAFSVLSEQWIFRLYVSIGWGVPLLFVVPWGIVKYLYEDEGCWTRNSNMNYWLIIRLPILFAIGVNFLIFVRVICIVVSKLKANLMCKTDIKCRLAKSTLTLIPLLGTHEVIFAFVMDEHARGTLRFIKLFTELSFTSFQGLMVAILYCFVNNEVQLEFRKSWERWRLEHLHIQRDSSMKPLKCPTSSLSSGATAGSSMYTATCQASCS
#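 Constitutively active GLP-1R drives a cAMP-responsive luciferase in stably transfected HEK293 cells; test compounds are added after overnight (12 h) attachment and left 24 hr, and signal loss in luminescence marks inhibition.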
# EPAC1 agonist = qHTS for Agonist of cAMP-regulated guanine nucleotide exchange factor 3 (EPAC1): primary screen. EPAC1 agonist qHTS, biochemical assay; response scale: 100% = response to 6.5 mM cAMP. Potency, µM (doses to about 154 µM), inactives show at the top dose activation, hits mostly activators. Rap guanine nucleotide exchange factor 3 (Homo sapiens), O95398. hit rate 0.073% among 360,000; further: potency means the concentration at half of the fitted maximal effect; nearly all actives have a fitted effect of over 60% in size
#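 Nucleotide exchange by EPAC1 (100 nM) on Rap1B–BODIPY-GDP (250 nM) in the presence of 50 uM GDP is tracked fluorescently at 480/540 nm over 30 min. Signals are normalized to a 6.5 mM cAMP control.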
# GLP1R ag = qHTS of GLP-1 Receptor Agonists; HEK293 GLP-1R CRE-luciferase, luminescence, 4-6 h; cells express a hypersensitive GLP-1R form; Potency, µM (highest dose often 45.6 µM), inactives show at the top dose activation, actives largely listed as activators; hit rate 0.007% among 380,000; AID 624172, 2012; further: potency means the concentration at half of the fitted maximal effect; % of control where 0% means no effect
# IL2 activator = qHTS of IL-2 Activators; IL-2 activation reporter assay, cell-based qHTS; stimulated with anti-CD3/CD4/CD28 beads; in transgenic mouse T cells; activation, % (series mostly up to about 46 µM); hit rate 0.065% among 360,000; in the data active means activation above about 50%; inconclusive means mostly about 30% to 49%; further: 0% is about no effect
#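 Quantitative HTS in unstimulated transgenic mouse T cells, with memory T cells as non-tolerant control and PMA/ionomycin as tolerance-bypass control. Compound pretreatment lasted 60 minutes before 18 h bead stimulation; EGFP/DsRed fluorescence read.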
# PI5P4K alpha inh = qHTS for Inhibitors of phosphatidylinositol 5-phosphate 4-kinase (PI5P4K); PI5P4Kalpha enzyme, ADP-Glo luminescence, 60 min; hits give low values; max response, %; hit rate 1.2% among 330,000; AID 652105, 2013; active means max response of -50% or lower; inconclusive means between -30% and -50%; inactive means -30% or higher; further: value at the top dose of about 77 µM; on the % scale 0 is the no-effect control and ±100 the full control effect
#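 Human PI5P4Kalpha with substrate in 0.038 M HEPES pH 7.4, 0.28 mM EGTA, 0.1% CHAPS, 5% DMSO; reaction started with 5 microM ATP (final), 60 min at room temperature. ADP formed read by ADP-Glo luminescence.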
# GLP1R cytotox = qHTS of GLP-1 Receptor Inverse Agonists: Cytotox Screen; HEK293 cAMP-luciferase reporter cells, luminescence, 24 h; Potency, µM (series often up to 38.3 µM), for inactives: top-dose activity change, negative = inhibition, most hits filed as inhibitors; hit rate 0.13% among 410,000; AID 624418, 2012;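 further: loss of luciferase light is scored as toxicity; potency means the concentration at half of the fitted maximal effect; on the % scale 0 is the no-effect control and ±100 the full control effect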
#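 Here, cytotoxicity is scored as loss of luminescence. The MLSMR collection was tested on cells seeded in medium containing 10% Nu serum, with a 24 hr compound exposure preceded by 12 hours of culture.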
# * = called active by the depositor; i = inactive; ? = inconclusive; nt = no result given; [ ] = dose if it differs, or a comment. Unless noted, the call rests on the fitted dose curve; in most records, active means well fitted curve in the direction sought with a large enough effect; inconclusive means small, poorly fitted or top-dose-only effect, or another doubt; inactive means no such curve, though single readings can be large; an effect the other way counts as inactive or inconclusive. Some of the compounds tested. The share of hits here may be higher or lower than overall.
SMILES,PLK1 PBD block,PTHR1 ag,EPAC1 antag,GLP1R inv ag,EPAC1 agonist,GLP1R ag,IL2 activator,PI5P4K alpha inh,GLP1R cytotox
COc1ccc(OCCN2CCC(C(=O)NC(c3ccsc3)c3ccccc3C)CC2)cc1 (stereo not given),-2%,-51%[inhibitor],6%,?,2%,4%,-0.8,3,8%
CC(C)CC(NC(=O)C1CCC(C)CC1)C(=O)NCc1ccco1 (stereo not given),-2%,-20%,15%,-20%,-9%,0%,-1.5,1,3%
COCCCNS(=O)(=O)c1ccc(Cl)c(C(F)(F)F)c1,-7%,i,5%,?,4%,-10%,3.4,1,7%
Cc1ccc(S(=O)(=O)NN2Cc3ccccc3C2=N)cc1,-7%,i,-5%,-5%,-9%,-1%,5.7,-1,-7%
Cc1oc(-c2cccs2)nc1CNC[C@H]1O[C@@H](n2cnc(C(N)=O)n2)[C@H](O)[C@@H]1O,-20%,-1%,-2%,10%,-13%,-5%,0.0,3,1%
CC(C)OC(=O)c1cc(NC(=O)C2C3C=CC(O3)C2C(=O)O)cc(C(=O)OC(C)C)c1 (stereo not given),-15%,-8%,-22%,34%[activator],-6%,15%,-0.6,-9,-1%
COc1ccccc1C(=O)NC(=S)Nc1ccc(S(=O)(=O)N2CCN(C)CC2)cc1,-11%,18%,-26%,0%,9%,0%,0.4,3,73%[activator]
CC(C)C[C@H]1CN(CCCC[C@@H]2CNC(=O)C(=O)N2CC2CCCCC2)C(=O)C(=O)N1CCc1ccc(O)cc1,1%,-2%,-10%,5%,-15%,3%,-0.1,-2,1%
COC(=O)C(NC(=O)CCc1c(C)nc2ncnn2c1C)C(C)C (stereo not given),-1%,-11%[57.5 µM],14%,11%,2%,6%,-0.8,-1,0%
CC1CCN(CCOCCOc2ccc(Br)cc2Cl)CC1,-10%,-16%,0%,?,-5%,-3%,-4.5,-3,?
Cc1sc2nc[nH]c(=O)c2c1-c1ccc(Cl)cc1,-22%,i,14%,-21%,1%,2%,0.3,0,-16%
CC(C)N1CCN(Cc2ccc(C#CC(C)(C)O)cc2)CC1CCO (stereo not given),-17%,-18%,-13%,9%,7%,-3%,-2.1,-2,-11%
Cc1c(N2C(=O)c3ccc(F)cc3C2=O)c(=O)n(-c2ccccc2)n1C,-29%,i,10%,8%,3%,1%,-0.6,-1,-7%
COc1nc2ccccc2nc1OC,-7%,-2%,?,3%,-17%,-1%,2.3,-4,-2%
CC(=O)Nc1ccc(NC(=O)C(C)OC(=O)C2(c3ccccc3F)CCCC2)cc1 (stereo not given),4%,-42%[inhibitor],5%,-17%,4%,-4%,0.9,0,0%
COc1cc(NC(=O)CC(c2ccc(C)cc2)N2Cc3ccccc3C2=O)cc(OC)c1 (stereo not given),nt,i,nt,?,nt,11%,nt,nt,-3%
O=C(Cc1ccccc1Cl)Nc1cc(S(=O)(=O)N2CCOCC2)ccc1N1CCOCC1,1%,-21%,7%,20%,8%,13%,-3.3,-7,-2%
Cc1ccc(C)c(OCC(=O)Nc2cccc(C(=O)O)c2)c1C,?,i,-3%,2%,12%,-6%,-0.7,-19,-21%
CC(NC(=O)CSc1nc2c(cc1C#N)CN(C)CC2)c1ccccc1 (stereo not given),-10%,i,-2%,1%,-1%,-4%,-0.4,nt,6%
COc1ccccc1C(=O)N/N=C(\C)c1cccnc1,-3%,i,8%,2%,15%,5%,2.9,2,-12%
O=C(c1cc2ccccc2oc1=O)N(Cc1ccccc1F)C1CCS(=O)(=O)C1 (stereo not given),-6%,-3%,13%,13%,3%,4%,0.1,-9,0%
O=C(Cc1c[nH]c2ccccc12)N1CCc2ccccc21,-2%,-20%[57.5 µM],-12%,-5%,2%,5%,2.5,-2,4%
COc1cccc(N2C(=O)C(O)=C(C(C)=O)C2c2ccc(OC)c(OC)c2)c1 (stereo not given),-1%,i,-16%,-3%,0%,-5%,0.4,15,6%
CCOc1ccc(-n2c(SCC(N)=O)nnc2-c2ccco2)cc1,15µM*,-7%,-2%,-5%,1%,12%,-0.4,?,-1%
Cc1noc(C)c1COC(=O)c1ccccc1NC(=O)c1ccco1,7%,i,-24%,50%[activator],3%,13%,-0.1,4,-9%

# Record cards, as listed above. Values in the order: PLK1 PBD block, PTHR1 ag, EPAC1 antag, GLP1R inv ag, EPAC1 agonist, GLP1R ag, IL2 activator, PI5P4K alpha inh, GLP1R cytotox
# COc1ccc(OCCN2CCC(C(=O)NC(c3ccsc3)c3ccccc3C)CC2)cc1 (stereo not given) in the list: -2%, -51%[inhibitor], 6%, ?, 2%, 4%, -0.8, 3, 8%
# CC(C)CC(NC(=O)C1CCC(C)CC1)C(=O)NCc1ccco1 (stereo not given) in the list: -2%, -20%, 15%, -20%, -9%, 0%, -1.5, 1, 3%
# Cc1noc(C)c1COC(=O)c1ccccc1NC(=O)c1ccco1 in the list: 7%, i, -24%, 50%[activator], 3%, 13%, -0.1, 4, -9%
# COCCCNS(=O)(=O)c1ccc(Cl)c(C(F)(F)F)c1 in the list: -7%, i, 5%, ?, 4%, -10%, 3.4, 1, 7%
# COc1ccccc1C(=O)NC(=S)Nc1ccc(S(=O)(=O)N2CCN(C)CC2)cc1 in the list: -11%, 18%, -26%, 0%, 9%, 0%, 0.4, 3, 73%[activator]

# Next part.
SMILES,PLK1 PBD block,PTHR1 ag,EPAC1 antag,GLP1R inv ag,EPAC1 agonist,GLP1R ag,IL2 activator,PI5P4K alpha inh,GLP1R cytotox
O=C(NCc1ccco1)C1CC(=O)N(c2ccc(Cl)cc2)C1 (stereo not given),-8%,-12%,4%,3%,12%,6%,-0.4,2,-1%
CC(=O)c1ccc(OC(=O)c2nc(-c3ccccc3)oc2C)cc1,-5%,-7%,-14%,19%,-5%,0%,-0.6,?,-1%
COC(=O)c1cc(S(=O)(=O)N2CCN(c3cc(C)ccc3C)CC2)c[nH]1,-5%,i,3%,-27%,-2%,10%,-4.6,7,5%
Cc1nc2ncnn2c(C)c1CCC(=O)NCCc1ccccc1,24µM*,-15%[57.5 µM],-9%,5%,5%,0%,-3.4,-2,-2%
O=C(COC(=O)c1ccco1)c1ccc(S(=O)(=O)N2CCCCC2)cc1,-14%,i,-13%,24%,1%,-6%,-0.4,?,-13%
CCN(CC)c1ncnc2c1sc1nc(C)cc(C)c12,-16%,i,-6%,37%[activator],7%,?,-2.2,-1,-21%
CN(C)c1ccc(P(=O)(COc2ccc([N+](=O)[O-])cc2)c2ccc(N(C)C)cc2)cc1,-7%,-34%[inhibitor],4%,?,0%,10%,-1.9,3,-8%
C[C@@H]1CCCCO[C@@H](CN(C)S(=O)(=O)c2ccccc2)[C@@H](C)CN([C@H](C)CO)C(=O)c2cc(N(C)C)ccc2O1,-26%,-27%,0%,14%,7%,5%,-2.4,-4,-9%
COc1cc(C#Cc2ccc3cc(CCO)oc(=O)c3c2)cc(OC)c1,-1%,-11%,-8%,33%[activator],16%,?,-0.6,26,22%
CC1(C)CC2CC(C)(CN2C(=S)Nc2ccccc2)C1 (stereo not given),?,i,-15%,-18%,-6%,5%,-2.4,4,3%
C=CCSc1nnc(NC(=O)CCN2C(=O)C3CC=CCC3C2=O)s1 (stereo not given),-2%,17%,-2%,9%,3%,-4%,0.7,1,2%
COCCNC(=S)N1CCC(c2nc(-c3ccc(F)cc3)no2)CC1,-18%,-35%[inhibitor],-15%,?,7%,0%,-1.6,-7,-15%
O=C(CC(c1ccccc1O)N1CCCCC1)N1CCCCC1 (stereo not given),1%,-22%,0%,1%,5%,1%,2.0,10,3%
CCN1CCc2c(OCC(=O)N3CCCCC3)cccc2C1=O,-3%,i,-3%,4%,13%,4%,-4.5,-2,0%
Cc1cc(C)cc(OCC(=O)NNC(=O)c2ccoc2C)c1,-1%,i,2%,-23%,-4%,-11%,-1.8,nt,-7%
COC(=O)c1sc(N2C(=O)C(O)=C(C(=O)c3ccc(C)o3)C2c2ccco2)nc1C (stereo not given),30µM*,i,-17%,30%,-15%,5%,-0.6,-18,41%
Cc1ccc(C)c(NC(=O)C2C(c3ccccc3)C2(Cl)Cl)c1 (stereo not given),-8%,i,3%,?,2%,-2%,-2.1,nt,15%
Cc1ccc(C)c(CN2CCC(CNC(=O)Nc3ccc(F)c(Cl)c3)CC2)c1,-6%,-67%[inhibitor],-24%,?,0%,1%,0.3,0,?
O=C(N=C1SC2CS(=O)(=O)CC2N1Cc1ccccc1)c1ccccc1 (stereo not given),-10%,-1%,-14%,0%,0%,-3%,-0.9,0,4%
O=C(O)C1C2CCC(O2)C1C(=O)Nc1ccc(OC(F)F)cc1 (stereo not given),1%,-12%,6%,?,10%,-4%,0.0,0,-14%
CCCOc1ccc(Cc2c(O)nc(SC)[nH]c2=O)cc1C,-4%,i,3%,15%,17%,-4%,0.9,-1,2%
CCOc1ccccc1Oc1cn[nH]c1-c1ccc(OCC(=O)NN)cc1O,-6%,-12%,-22%,-22%,13%,15%,-2.7,-4,-2%
O=C(Oc1cccc(Nc2ncnc3ccccc23)c1)c1cccnc1,5%,-22%,14%,21%,-12%,-1%,-4.8,2,-7%
Cc1cc(C)c2[nH]c(C(=O)N3CCC(n4nccc4NC(=O)C4CC4)CC3)c(C)c2c1,3%,i,1%,-28%,-1%,-12%,0.1,9,11%
CCn1c(SCC(=O)O)nnc1-c1ccc(S(=O)(=O)N2CCCC2)cc1,-19%,-34%,-5%,7%,8%,5%,1.2,5,2%
c1ccc(-n2cc(CN3CCCC(CN4CCCC4)C3)c(-c3ccc4c(c3)OCO4)n2)cc1 (stereo not given),0%,8%,-4%,10µM*,-8%,16%,-1.2,0,?
